CAL PDZ FP-1: inhibitors of human CAL PDZ peptide binding; inhibition, % at 24.9 µM; Q9HD26; purified CAL PDZ, TMR-peptide fluorescence polarization, 1 h; AID 602252; hit rate 0.92% among 300,000;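 active = mean inhibition of at least 30% with at least half of replicates also reaching 30%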;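 also: 0% = DMSO neutral control and 100% = excess unlabeled competitor peptide PRC23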
V-ATPase pH: regulators of yeast V-ATPase proton transport; S. cerevisiae, pHLuorin cytosolic pH fluorescence; hit rate 0.37% among 350,000; response, % at 10 µM; in the data active = response mostly above about 7.3%, no sharp cut-off; inactive = mostly below about 5.4%; also: actives read high; inactives centre near 0; some compounds called inactive have numbers as strong as hits
Rtt109 HAT inh: C. albicans Rtt109 histone acetyltransferase inhibition. Q5AAJ8. purified Rtt109/Vps75, ThioGlo CoA-SH fluorescence, 4 h. inhibition, % at 34.9 µM. hit rate 0.16% among 330,000;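 active = inhibition of at least 50% in every replicate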
dFosB act: enhances mouse delta FosB homodimer DNA binding. hit rate 0.99% among 340,000. purified delta FosB, TAMRA-CDK5 oligo fluorescence polarization; percent of positive-control signal above neutral wells. activation, % at 25 µM;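 active = mean activation above about 17%, with every replicate also reaching it, limit read from the data, passing the limit was not always enough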;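 also: fluorescence polarization rise as delta FosB binds a TAMRA Cdk5 AP-1 oligo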
Target sequence (P13346 whole entry, looked up): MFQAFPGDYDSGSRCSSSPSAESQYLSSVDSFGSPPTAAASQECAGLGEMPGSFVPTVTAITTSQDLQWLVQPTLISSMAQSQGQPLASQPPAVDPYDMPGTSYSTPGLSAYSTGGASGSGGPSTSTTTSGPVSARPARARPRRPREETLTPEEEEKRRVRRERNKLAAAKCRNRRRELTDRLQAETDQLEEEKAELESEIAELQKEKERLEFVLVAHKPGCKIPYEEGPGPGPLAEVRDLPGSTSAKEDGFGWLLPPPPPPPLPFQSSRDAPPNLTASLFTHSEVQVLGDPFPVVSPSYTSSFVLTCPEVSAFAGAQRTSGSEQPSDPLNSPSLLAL
CDK5 p35 inh: inhibitors of human CDK5/p35 kinase; Recombinant CDK5/p35, ADP-Glo luminescence, 60 min; hit rate 0.01% among 330,000; inhibition, % at 10 µM; Q00535+Q15078;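 active = highest replicate inhibition of at least 50% and at least 75% of replicates reaching 50%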;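 also: plate controls were DMSO neutral control for no effect and GW8510 at 10 µM for full effect; many of its hits are not listed in these tables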
Target sequence (Q00535 whole entry, looked up): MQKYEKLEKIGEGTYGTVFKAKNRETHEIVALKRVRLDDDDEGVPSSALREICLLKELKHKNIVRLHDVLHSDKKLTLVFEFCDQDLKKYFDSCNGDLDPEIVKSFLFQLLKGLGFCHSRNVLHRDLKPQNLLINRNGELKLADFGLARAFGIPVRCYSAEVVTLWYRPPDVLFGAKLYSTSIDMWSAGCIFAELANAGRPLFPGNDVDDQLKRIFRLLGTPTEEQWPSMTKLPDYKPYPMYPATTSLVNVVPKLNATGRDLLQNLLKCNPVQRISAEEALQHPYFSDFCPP
Target sequence (Q15078 whole entry, looked up): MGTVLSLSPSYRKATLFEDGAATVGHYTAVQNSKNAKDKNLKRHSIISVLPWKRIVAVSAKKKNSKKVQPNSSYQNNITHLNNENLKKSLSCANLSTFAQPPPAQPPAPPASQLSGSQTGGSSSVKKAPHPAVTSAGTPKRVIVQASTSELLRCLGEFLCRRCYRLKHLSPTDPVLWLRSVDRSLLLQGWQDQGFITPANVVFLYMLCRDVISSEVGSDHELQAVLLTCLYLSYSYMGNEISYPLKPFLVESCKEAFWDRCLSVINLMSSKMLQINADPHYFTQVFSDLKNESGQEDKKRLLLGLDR
Wnt act: Wnt/beta-catenin pathway activation | Wnt/beta-catenin reporter cell assay, activator, plate reader | activation, % at 9.35 µM | hit rate 1.2% among 300,000; in the data active = activation above about 30%, passing the limit was not always enough;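 also: 0% = neutral control wells and 100% = positive control wells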
CAL PDZ FP-2: blocks peptide binding to human CAL PDZ domain; Q9HD26; purified CAL PDZ, TMR-peptide fluorescence polarization, 1 h; inhibition, % at 20 µM; hit rate 0.02% among 330,000; AID 504414;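 active = highest replicate inhibition of at least 40%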;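 also: plate controls were DMSO neutral control wells for no effect and unlabeled competitor peptide control wells for full effect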
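Test system: tagged CAL PDZ domain / Buffer or medium: sodium phosphate/NaCl buffer pH 7.4 with TCEP, IgG, Thesit / Reagent: TMR-labelled reporter peptide T*-PRC34 bound in PDZ groove / Compound dosing: single point, 20 µM / Schedule: 1 h incubation at room temperature before polarization reading / Technique: fluorescence polarization (mP) / Benchmarks: unlabelled peptide, DMSO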
Tat transport: blocks Tat-dependent protein export in E. coli; AID 488895; E. coli MC4100 TorA-mCherry Tat export, fluorescence; hit rate 0.036% among 340,000; inhibition, % at 10 µM;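 active = mean replicate inhibition at least 50% and at least half of replicates individually reaching 50%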;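 also: exported cargo escapes ClpAP degradation while cytoplasmic cargo is degraded and loses fluorescence; 0% = median of neutral control wells and 100% = median of NaSCN control wells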
MITF act: MITF TRPM1 promoter activation in melanoma cells | activation, % at 12.5 µM | SK-MEL-5 TRPM1-promoter luciferase, 24 h; % of positive control, neutral wells = 0 | hit rate 0.75% among 300,000;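 active = mean activation of at least 80% with every replicate also reaching 80%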;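 also: 0% = neutral control wells and 100% = parthenolide positive control wells; values of inactives mirror those of a sister screen read the other way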
cardiac RTF act: increases calcium sensitivity of human cardiac regulated thin filaments | P19429+P45379 | IANBD-labeled TnC RTF fluorescence at EC20 calcium; 0% EC20 calcium, 100% full calcium | activation, % at 7.2 µM | hit rate 0.24% among 340,000 | AID 493008;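 active = activation above the mean over all tested compounds plus 3 SD, cut at about 30% in these data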;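 also: rise in fluorescence read as greater calcium sensitivity of cardiac thin filaments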
Starred values were filed as active, the others as inactive; nt = not tested or not shown. Not a hit list, and some 4.1% of all compounds hit somewhere here.

Under each structure: CAL PDZ FP-1, V-ATPase pH, Rtt109 HAT inh, dFosB act, CDK5 p35 inh, Wnt act, CAL PDZ FP-2, Tat transport, MITF act, cardiac RTF act
> CN(CC(=O)NCc1cccs1)S(=O)(=O)c1cccc2cccnc12
  nt, -6, -17, 1, -0.8, 0, -0.7, 14, -8, -2
> Cc1ccccc1SCC(=O)OCC(=O)NCc1ccccc1
  0, -1, 0, 1, -1.0, -1, 0.4, -3, 7, 4
> O=C(NCCc1ccccc1)C1CCN(S(=O)(=O)N2CCOCC2)CC1
  -5, -2, -5, -5, -0.3, -1, 0.1, 1, -15, -4
> CC(NC(=O)c1ccc(C23CC4CC(CC(C4)C2)C3)cc1)C(=O)O (stereo unspecified)
  -8, -5, 16, -2, 0.4, -1, -2.9, -3, 8, -2
> CN(C)Cc1c(C(=O)N/N=C/c2cccc3ccccc23)nnn1-c1nonc1N
  0, -6, 5, -11, -1.9, -3, -2.1, -10, -5, 10
> Cc1c(C(=O)OCC(=O)N(C)Cc2ccccc2)oc2ccccc12
  -2, 0, 0, -13, -1.0, 8, -1.1, -3, nt, -2
> Nc1ccccc1SC1CC(=O)N(c2ccc3c(c2)OCO3)C1=O (stereo unspecified)
  nt, 2, 2, 9, 0.3, 9, -2.1, -3, nt, nt
> Cc1cc(C)c(C)c(OCCN2CCOCC2)c1
  -1, -3, 1, 1, -1.1, -2, -1.5, -7, nt, 3
> O=C(NCc1cccnc1)c1ccc([N+](=O)[O-])o1
  -3, -3, -1, -8, 0.8, nt, -2.1, -7, -56, 2
> Cc1cc(Cl)c(S(=O)(=O)Nc2ccc3c(c2)OCO3)cc1OCC(N)=O
  -3, 2, 8, -6, -0.2, -3, -0.3, 14, -5, 4
> Cc1ccc2oc(C(=O)NCC3CCOCC3)c(C)c2c1
  -2, 1, -9, 3, -0.9, 3, -3.8, 1, 29, -6
> CC(=O)c1cccc(NC(=O)C(Sc2ncnc3ccccc23)c2ccccc2)c1 (stereo unspecified)
  -4, -2, -1, -1, 0.5, 5, -2.1, 6, -1, -3
> CC(=O)NNC(=S)NC(=O)C(c1ccccc1)c1ccccc1
  -3, 1, 7, -8, 0.8, nt, -1.8, -4, -15, -4
> CN1CCN(c2ccc(C(F)(F)F)cc2NC(=O)c2ccco2)CC1
  -1, -3, -1, -6, 0.2, -2, -1.4, -11, 1, -2
> CCn1c(=O)cc(OCC(=O)NCCCN2CCCC2=O)c2ccccc21
  5, 1, -18, -3, 0.8, -1, -0.3, -3, -1, -6
> CC12CCC(O)CC1=CCC1C2CCC2(C)C(c3ccn[nH]3)CCC12 (stereo unspecified)
  0, -1, -5, -15, -0.4, -8, -0.8, -1, -10, -2
> CC(=O)CN1C(=O)NC(c2ccccc2)(c2ccccc2)C1=O
  -4, 0, 3, -4, 0.8, -3, -1.2, 1, 9, 1
> CC(=O)Nc1ccc(S(=O)(=O)Nc2c(C)nn(-c3ccccc3)c2C)cc1
  -2, -1, -3, -2, 0.1, -2, 0.0, 0, 7, -1
> Cc1ccc(S(=O)(=O)N2CCC(C(=O)N[C@@H](C)C(=O)NCc3ccco3)CC2)cc1
  -5, -3, -11, 14, -3.1, -10, -0.7, 7, -2, 1
> CSc1ncccc1C(=O)NCC(c1cccs1)N1CCOCC1 (stereo unspecified)
  1, 1, -2, -6, 1.3, -1, -2.2, -1, -6, 6
> CC(C)(C)C(=O)Nc1ccc(C(=O)N/N=C/c2ccccc2OC(=O)c2ccccc2)cc1
  -1, 0, -13, 7, -1.1, -5, -5.3, -18, -5, -4
> CC1=C(C(=O)OC(C)C)C(c2ccc(F)cc2)NC(=O)N1 (stereo unspecified)
  nt, 5, -1, -9, 1.4, -5, -0.7, -8, 7, -5
> CCC(OC(=O)C1=Cc2ccccc2OC1)C(=O)NC1CCCC1 (stereo unspecified)
  -2, 3, -2, -4, 0.1, -4, 0.0, -1, -9, 4
> CCN1CCn2c3c(c4cc(Cl)ccc42)CCCC31 (stereo unspecified)
  nt, -5, 10, -6, -1.5, 0, 1.1, -14, 14, -1
> Clc1nc(Cl)nc(NCCC2=CCCCC2)n1
  -1, -4, -13, -1, -0.6, 0, -1.9, -5, 1, -4
> CCOc1ccc(N2C(=O)c3cccnc3C2Nc2ccc(F)cc2)cc1 (stereo unspecified)
  nt, 3, 5, -2, 1.3, 2, -1.2, -7, -2, -1
> Cc1nc(N2CCC(C)CC2)c2c(C)c(C(=O)Nc3ccccc3C(F)(F)F)sc2n1
  4, -2, -6, -26, 0.3, 27, -0.8, 5, 0, -2
> CC(C)(C)c1ccc(S(=O)(=O)CC(O)CSc2nc3c(cc2C#N)CCCC3)cc1 (stereo unspecified)
  0, 0, -8, -5, 0.4, -1, -1.5, 4, -7, -17
> Clc1cccc(COn2c(-c3ccc(Cl)cc3Cl)nc3ncccc32)c1
  -1, -1, 5, 1, 0.8, nt, nt, 16, 6, -5
> O=C1CCCc2oc3c(c21)CCCC3
  -1, 3, -8, -1, -4.7, -3, -2.5, -2, 3, -3
> COc1cccc(NC(=O)N2CCCCCC2)c1
  -1, -2, -2, 9, -2.2, 11, 21, -2, 42, 5
> CCOc1ccc(NC(=O)CN(C)C(=O)c2ccc(COc3ccccc3)o2)cc1OCC
  5, 3, 0, -14, -2.1, 0, -0.5, 1, -5, -3
> CC(C)C[C@H](NC(=O)[C@@H]1Cc2c([nH]c3ccccc23)C2c3ccccc3C(=O)N21)C(=O)NCC1CCCO1 (stereo partly specified)
  1, 1, 15, -7, 1.6, 0, -0.4, -6, -12, 1
> CC(=O)c1ccc(NC(=O)c2cccc(S(=O)(=O)N3CCN(C)CC3)c2)cc1
  nt, 0, 0, -15, 0.1, 6, -0.1, 1, 74, -6
> CCOC1(c2ccccc2)CC1C(=O)N/N=C/c1cccc([N+](=O)[O-])c1 (stereo unspecified)
  -2, 2, -6, -17, -0.7, -1, -0.9, 0, -1, 2
> COCCCN=Cc1c(-c2ccccc2)[nH]n(-c2nc3ccccc3s2)c1=O
  -5, 0, 4, -1, -1.5, 0, -4.3, -3, 14, 2
> CCc1cc(C(=O)NNC(=S)NC(C)c2ccccc2)cs1 (stereo unspecified)
  nt, 4, -1, -9, -2.7, 0, -3.0, -6, 11, 4
> Cn1nc(-c2ccccc2F)c2cc(C(=O)N3CCN(C(=O)c4ccco4)CC3)sc21
  -4, 4, -2, -26, 0.1, nt, -4.4, -3, nt, 3
> CC(C)c1ccc(/C=C/C(=O)NC2CCCCC2)cc1
  1, 0, -8, -2, -0.5, 3, -0.4, 2, 17, -4
> COCCOC(=O)C1=C(N)Oc2c(oc(CO)cc2=O)C1c1ccccc1F (stereo unspecified)
  -4, 1, 11, -5, 0.2, -1, -0.4, -3, -9, -1
> COC(=O)c1cccc(NC(=O)CC2C(=O)NCCN2C(=O)Nc2ccccc2)c1 (stereo unspecified)
  1, 2, -10, -12, 0.0, -1, -0.7, 1, 10, -1
> CCOC(=O)C1CCCN(S(=O)(=O)c2nc3nc(C)cc(C)n3n2)C1 (stereo unspecified)
  9, 0, -5, 3, -0.8, 0, -2.3, 1, 0, -3
> COc1ccc(C(=O)NCc2nnc(SCC(=O)Nc3nnc(C)s3)o2)cc1
  -1, 1, -10, -3, 1.9, -2, -1.3, 0, nt, 2
> CCCN(CC(=O)Nc1ccccc1OC)C(=O)CCCN1C(=O)c2ccccc2C1=O
  -3, 7, 7, -1, 0.1, -2, -0.9, 2, -6, -6
> CC1(C)N=C(N)N=C(N)N1c1ccc(Oc2ccc(Cl)cc2)c(Cl)c1
  -3, -104, -6, 0, -3.4, 1, nt, -1, -29, -1
> Cn1c(N)c(C(=O)COC(=O)/C=C/c2cccc(Br)c2)c(=O)n(C)c1=O
  -6, 1, 1, -6, -0.3, -1, -0.7, 8, 0, -1
> COc1cc(NC(=O)Nc2cc(C)on2)cc(OC)c1OC
  -2, -1, 1, -11, -1.1, -2, -1.6, 1, 6, -5
> Cn1nc(CC(=O)Nc2ccc(N3CCN(C(=O)OC(C)(C)C)CC3)cc2)c2ccccc2c1=O
  2, 6, -5, 21*, 0.0, -14, -0.7, -6, -47, 0
> CC(=O)Nc1ccc(NC(=O)C(C)OC(=O)CC2CCCCC2)cc1 (stereo unspecified)
  -4, 1, -7, -1, -2.3, 0, -0.1, 3, 2, -4
> CC(C)(C)c1ccc(C(=O)NCC(=O)OCN2C(=O)c3ccccc3C2=O)cc1
  1, 0, 8, -7, -2.9, -2, -0.6, -4, nt, 0
> COc1ccc(NC(=O)c2ccc(NC(=O)C3CC3)cc2)cc1
  -4, 0, -15, 4, 1.0, 4, -0.2, 0, 14, -4
> Cc1nn(-c2nnc(NCc3ccccc3)nn2)c(C)c1Br
  -5, 1, 9, 1, -1.4, 20, 0.6, 0, 17, -3
> CCn1c(SCc2nc(-c3ccccc3)no2)nnc1-c1cccs1
  -1, -4, 2, -9, -0.1, nt, -0.7, -1, nt, -3
> Cc1ccc(-n2c(=O)c3sccc3n(CC(=O)NCc3ccco3)c2=O)cc1F
  0, -4, -1, 1, 1.4, 1, -0.5, -8, nt, 10
> Cc1cccc(C(=S)N2CCOCC2)n1
  nt, 2, -2, -1, -4.0, -1, 0.5, 4, 6, 2
> Cc1cc(N)n(-c2ccc3ccccc3c2)n1
  9, -2, nt, -9, -0.5, -3, -2.5, -10, nt, 0
> C=CCc1cccc(/C=N/NC(=O)CNc2ccccc2OC)c1O
  8, -5, 24, -8, -4.4, -4, 0.1, 2, -22, -1
> COc1ccc(/C=N/NC(=O)c2ccc(C)nc2)cc1O
  nt, 1, -5, -4, 1.1, -1, -0.9, 3, 0, 0
> COc1ccc(NS(=O)(=O)c2ccc3c(c2)N(C(C)=O)CCO3)cc1
  -1, 3, 0, -3, -1.9, -3, -1.9, 0, 12, -3
> CCCCOc1ccc(C(=O)Nc2ccc(N3CCN(C)CC3)cc2)cc1
  nt, 0, -5, -4, -2.0, nt, -0.3, -3, 1, 2

Additional entries
Under each structure: CAL PDZ FP-1, V-ATPase pH, Rtt109 HAT inh, dFosB act, CDK5 p35 inh, Wnt act, CAL PDZ FP-2, Tat transport, MITF act, cardiac RTF act
> Cc1nn(C(C)C(=O)O)c(=O)c2c1sc1ccccc12 (stereo unspecified)
  1, -1, 3, -3, -0.9, nt, -1.6, 9, -8, 3
> Cc1cc(C)c2ccc(=O)n(CC(=O)N/N=C/c3ccccc3Cl)c2n1
  nt, 1, 3, -11, 1.0, 0, -0.6, -12, -9, -4
> COc1ccc(C(=O)OC(COc2ccccc2)Cn2ccnc2)cc1 (stereo unspecified)
  nt, 0, 11, -8, -2.1, -1, -1.7, 5, nt, -3
> Cc1nnc(SCC(=O)N2CCN(S(=O)(=O)c3ccccc3)CC2)[nH]c1=O
  2, 2, -3, -2, 1.9, nt, 0.0, -4, -8, 6
> CC(C(=O)c1ccc(-c2ccccc2)cc1)[n+]1cccc(C(N)=O)c1 (stereo unspecified)
  nt, 5, -11, -8, -0.5, 0, -1.6, 10, -5, 3
> Cc1[nH]c2ccc(C(=O)N3CCN(Cc4ccccc4)CC3)cc2c1C
  -2, 2, 2, -9, 1.7, 3, -2.0, 0, 0, 0
> Cc1nnc2c(NC3CCCCC3)nc3ccccc3n12
  -2, -4, 0, -2, 0.8, 0, -1.0, -7, -10, 4
> CCOCC(=O)Nc1cccc(SC)c1
  -1, -1, -1, -1, -0.9, 0, -0.5, -1, -1, 0
